Assay outcomes (PubChem)
NadD block: inhibitors of S. aureus NadD, primary screen, biochemical, colorimetric, uHTS | purified NadD enzyme, colorimetric absorbance read-out | inhibition, % at 20 µM | Nicotinate-nucleotide adenylyltransferase NadD (Staphylococcus aureus N315) | 360,000 compounds, 0.78% hits; in the data active = inhibition above about 26%; note: some compounds past the cut are filed as inactive
SUMO1-SIM PPI: modulators of SUMO1 protein-protein interactions, primary screen, biochemical, uHTS. SUMO1 binding to a labelled peptide, TR-FRET, 1 h. inhibition, % at 20 µM. 360,000 compounds, 0.33% hits. AID 602429, 2012; in the data active = inhibition above about 37%
Target sequence (P63165 whole entry, looked up): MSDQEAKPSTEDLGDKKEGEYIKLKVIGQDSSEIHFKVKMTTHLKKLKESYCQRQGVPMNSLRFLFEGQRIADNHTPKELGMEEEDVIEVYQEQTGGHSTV
SKN-1 block: suppressors of acrylamide-induced Pgst-4::GFP reporter in worms, primary screen, SKN-1 inhibitor project, whole organism, uHTS, GFP/RFP fluorescence ratio, strain VP596; AID 624304, 2012; C. elegans VP596 Pgst-4::GFP/RFP ratio, 24 h; inhibition, % at 21.8 µM; 360,000 compounds, 0.49% hits;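 active = interference check ratio from 0.5 to 1.5 plus GFP to RFP signal ratio inhibition reaching or exceeding a fixed threshold, cut at about 30% in these data, passing the limit was not always enough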; note: some compounds called inactive have numbers as strong as hits
Rpn11 inh: Rpn11 (PSMD14) deubiquitinase inhibitors, primary screen, biochemical, fluorescence polarization, uHTS | 26S proteasome non-ATPase regulatory subunit 14 (Homo sapiens), O00487 | human 26S proteasome, Ub4-pepOG fluorescence polarization; 20S core pre-blocked with epoxomicin | calls only at 20 µM | 360,000 compounds, 0.59% hits | AID 588493, 2011;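 active = inhibition at 20 µM, scaled to each plate's controls, above about 33%, limit read from the data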
Target sequence (O00487 whole entry, looked up): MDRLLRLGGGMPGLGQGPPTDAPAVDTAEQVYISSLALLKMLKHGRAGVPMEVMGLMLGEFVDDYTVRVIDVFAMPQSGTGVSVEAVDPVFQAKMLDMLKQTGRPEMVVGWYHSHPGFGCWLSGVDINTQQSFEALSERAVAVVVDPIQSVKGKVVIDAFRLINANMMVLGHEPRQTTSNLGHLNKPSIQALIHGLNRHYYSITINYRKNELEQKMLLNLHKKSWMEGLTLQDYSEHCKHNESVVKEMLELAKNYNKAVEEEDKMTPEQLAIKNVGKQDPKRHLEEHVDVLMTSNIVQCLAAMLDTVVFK
DNMT1 block: human DNMT1 methyltransferase inhibitors, primary screen, biochemical, molecular beacon, fluorescence, HinP1I cleavage, uHTS. DNA (cytosine-5)-methyltransferase 1 (Homo sapiens), P26358. 360,000 compounds, 0.83% hits. inhibition (reported as % activation of signal), % at 10 µM; in the data active = inhibition above about 50%
Scp1 inh: Scp-1 phosphatase inhibitors, primary screen, biochemical, colorimetric, uHTS; Recombinant Scp1, phosphopeptide, malachite green phosphate absorbance; AID 493091, 2011; 340,000 compounds, 0.88% hits; inhibition, % at 20 µM; Carboxy-terminal domain RNA polymerase II polypeptide A small phosphatase 1 (Homo …;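 active = inhibition above about 50% at 20 µM, limit read from the data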;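 note: plate controls were DMSO wells with enzyme for no effect and wells lacking enzyme for full effect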
Target sequence (Q9GZU7 76-261 limits assumed): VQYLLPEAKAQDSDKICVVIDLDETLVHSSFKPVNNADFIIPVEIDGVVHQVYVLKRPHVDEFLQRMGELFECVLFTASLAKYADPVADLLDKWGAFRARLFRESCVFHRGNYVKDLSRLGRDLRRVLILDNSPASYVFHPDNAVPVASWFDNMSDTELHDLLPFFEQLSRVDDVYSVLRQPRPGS
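Test system: SCP-1 phosphatase catalytic domain, residues 76-261 | Compound dosing: One concentration, 20 µM, with 1.0% DMSO | Schedule: 45 min room-temperature reaction, 5 min colour, 30 min stabiliser | Detection: Absorbance at 630 nm | Read-out basis: % inhibition of SCP-1 phosphate liberation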
MT1-MMP act inh: blockers of MT1-MMP proenzyme processing, primary screen, HT1080 RFP-PRO-GFP cells, GFP/RFP fluorescence. Matrix metalloproteinase-14 (Homo sapiens), P50281. GFP/RFP ratio fluorescence, overnight; percent of plate control window, DMSO zero. GFP/RFP ratio change, % at 20 µM. 360,000 compounds, 0.061% hits. AID 651647, 2012;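 active = GFP/RFP ratio change of at least 30% with cell ATP level not reduced by more than half and red fluorescence within 50% of control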; note: strong numbers were not always called active
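Test system: HT1080 cells expressing an RFP-PRO-GFP fluorescent reporter construct / Compound dosing: single-point 20 µM compound, 1% DMSO / Schedule: cells overnight before dosing, compound overnight, 37 °C, 5% CO2 / Evaluation: GFP/RFP fluorescence ratio / Control set: DMSO and RFP-L50D-GFP cell wells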
STEP block: STEP phosphatase inhibitors, primary screen, biochemical, fluorescence intensity, uHTS. Tyrosine-protein phosphatase non-receptor type 5 (Homo sapiens), P54829. recombinant STEP, OMFP fluorogenic substrate. inhibition, % at 20 µM. 360,000 compounds, 0.25% hits;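 active = inhibition at 20 µM, scaled per plate between control wells, above about 37%, limit read from the data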;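 note: 0% = DMSO with enzyme and substrate and 100% = substrate only without enzyme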
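Material: STEP (striatal-enriched tyrosine phosphatase) enzyme, cell-free | Medium: 50 mM Bis-Tris pH 6.0 with 2.5 mM DTT and 0.005% Tween 20 | Read-out: Percent inhibition scaled to no-enzyme and uninhibited-enzyme controls, plate-pattern corrected | Signal: Fluorescence read at 480 nm ex / 540 nm em | Times: 20 min reaction, room temperature, in the dark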
NRP1-CendR mod: modulators of CendR peptide binding to NRP-1, primary screen, biochemical, fluorescence polarization, uHTS | Neuropilin-1 (Homo sapiens), O14786 | FAM-RPARPAR peptide binding to NRP-1 | inhibition, % at 25 µM | 360,000 compounds, 0.85% hits;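 active = inhibition or corrected inhibition above about 18%, plus a signal ratio from 0.5 to 1.5, limit read from the data, passing the limit was not always enough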; note: strong numbers were not always called active
LMPTP block: LMPTP phosphatase inhibitors, primary screen, biochemical, fluorescence intensity, uHTS. recombinant LMPTP-A, OMFP fluorogenic substrate. 360,000 compounds, 0.22% hits. inhibition, % at 20 µM;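 active = compounds that cut the enzyme signal by at least half of the control window in the single-dose screen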;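 note: plate controls were DMSO wells with enzyme plus substrate for no effect and substrate without enzyme for full effect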
Target sequence (P24666 whole entry, looked up): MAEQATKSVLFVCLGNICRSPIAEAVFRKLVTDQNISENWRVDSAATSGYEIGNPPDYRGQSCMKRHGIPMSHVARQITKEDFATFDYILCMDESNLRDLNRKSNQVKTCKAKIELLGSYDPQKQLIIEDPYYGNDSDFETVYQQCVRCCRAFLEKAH
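Test system – LMPTP-A enzyme · Amount – LMPTP-A at 0.625 nM final in the reaction · Buffer or medium – Bis-Tris pH 6.0, DTT, detergent · Reagent – OMFP 400 µM · Doses – single 20 µM dose · Schedule – reaction 50 min, room temperature, dark · Detection – fluorescence intensity of OMFP turnover product · Evaluation – percent inhibition versus substrate-only and uninhibited controls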
Numbers without * were called inactive; i = inactive; / = no result given.

SKN-1 block	STEP block	Rpn11 inh	Scp1 inh	DNMT1 block	LMPTP block	MT1-MMP act inh	smiles	NRP1-CendR mod	SUMO1-SIM PPI	NadD block
27	-3	i	-16	0	-2.2	-1	CC1(C)CC(=O)N(c2cc(Cl)cc(Cl)c2)C(=O)C1	-10	-2	0
-13	9	i	-7	-1	-0.1	-2	Cc1cccc(NC(=O)c2ccc(S(=O)(=O)N(C)C)cc2)c1	-11	1	-5
-8	0	i	-4	2	0.5	5	CN(C)C(=O)c1noc2cc([N+](=O)[O-])ccc12	2	-27	-2
-17	1	i	-3	5	-0.5	0	COc1ccc(/C=N/S(=O)(=O)c2ccccc2)cc1OC	11	0	5
-16	-1	i	0	0	-0.8	5	CCC(=O)Nc1ccc(N2CCN(C(=O)c3ccccc3C)CC2)cc1	5	-6	0
-1	0	i	-2	-2	0.3	0	CC(=O)N1CCN(C(=O)c2cc(C)nc3ccccc23)CC1	5	-2	-9
-2	2	i	49	10	-1.6	6	COc1ccc(/C=C/C(=O)O)cc1S(=O)(=O)N1CCCc2ccccc21	-4	3	-3
45	-126	i	/	-115	-3.9	12	CC(=O)[C@@]1(O)Cc2c(O)c3c(c(O)c2[C@H](O[C@H]2C[C@H](N)[C@H](O)[C@H](C)O2)C1)C(=O)c1ccccc1C3=O	141	-94	-6
-10	-2	i	-3	3	1.2	-2	COc1ccc(OCC(=O)NNC(=O)Cc2coc3cc(OC)ccc23)cc1	-2	3	3
-1	-5	i	-2	-2	-1.1	-1	COc1cc(N2CCCC2)ccc1C=O	-5	-3	-5
3	7	i	-10	0	2.1	4	CCN(CC)S(=O)(=O)c1cccc(NC(=O)c2ccc(SC)cc2OC)c1	8	3	-7
-14	2	i	-2	1	-0.7	3	COc1ccc(N(C(=O)c2ccccc2OC(C)=O)C(C)C2CC2)cc1 (configuration not stated)	-5	-3	2
-4	3	i	-3	-2	-0.6	0	CC(C)(C)c1ccc(-n2ncc3c2CCCC3NC(=O)CCCn2cncn2)cc1 (configuration not stated)	-3	-1	-2
1	4	i	-9	-1	0.1	-4	Cc1ccc(OCc2cc(C(=O)NC(C)Cc3cnccn3)no2)cc1C (configuration not stated)	-9	25	-1
6	-5	i	0	2	-1.0	3	COC(=O)c1ccc(NC(=O)CCS(=O)(=O)c2ccc(Br)s2)cc1	8	1	-7
10	-1	i	-9	2	-1.5	1	CCCc1nc(SCc2ccc(OCC)cc2)n[nH]1	11	-3	-6
13	-2	i	-3	-1	1.3	-6	COC(=O)CSc1nc2ccc(NC(C)=O)cc2s1	2	0	3
-12	-1	i	-20	0	2.8	-4	COc1ccccc1OCCNC(=O)C(=O)c1c[nH]c2ccccc12	6	-11	-9
2	-1	i	6	-2	0.0	-6	CCOc1ccc(C(=O)N[C@H](C(=O)Nc2ccc(OC)c(S(=O)(=O)N3CCOCC3)c2)C(C)C)cc1	-8	-1	-5
-8	-1	i	-6	4	1.5	-7	COc1ccc(-n2ccc(=O)c3c2CCCC3=O)cc1	2	-5	4
2	0	i	-2	5	-0.3	0	C/C(=N\NC(=O)CNC(=O)c1ccc(F)cc1)c1ccco1	-2	-8	-3
10	4	i	-1	-7	4.7	-15	Cc1ccc(C(=O)N/C(=C/c2ccc(-c3cc(C(F)(F)F)ccc3Cl)o2)C(=O)NCc2cccnc2)cc1	-6	-5	20
1	0	i	7	1	3.5	2	O=C(CNC(=O)c1cccs1)OCC(=O)c1ccc(Br)cc1	5	-3	-1
8	-2	i	-1	-2	-1.4	-2	O=C(CNC(=O)c1cccc(Cl)c1)Nc1ccc(F)c(F)c1F	7	2	-10
16	0	i	-2	-24	2.4	-29	COc1ccc(O)c(/C=N/Nc2nc(Nc3ccccc3)nc(-n3nc(C)cc3C)n2)c1	12	7	2
15	-3	/	-5	66*	5.4	0	Cc1cc2nc(-c3ccc(SCC(=O)Nc4ccc(S(=O)(=O)N5CCCC5)cc4)nc3)[nH]c2cc1C	-128	-4	40*
-12	1	i	-1	-5	12	3	CSc1ccc(CCNC(=O)c2cccc3c2C(=O)N(C2CCCCC2)C3)cc1	1	8	8
-7	3	i	58*	10	6.9	1	O=C(/C=C/c1ccco1)N1CCN(S(=O)(=O)c2cccs2)CC1	1	-3	0
22	3	i	-3	-1	-1.6	-2	COc1ccccc1-n1c(SCC(=O)Nc2ccccc2F)nc2[nH]ncc2c1=O	-2	3	-6
12	4	i	-3	2	-0.6	2	Cc1ccc(N2CCN(C(=O)c3nn(C)c4c3CS(=O)(=O)c3ccccc3-4)CC2C)cc1 (configuration not stated)	2	0	2

A stretch from the list above, as a working copy:
SKN-1 block	STEP block	Rpn11 inh	Scp1 inh	DNMT1 block	LMPTP block	MT1-MMP act inh	smiles	NRP1-CendR mod	SUMO1-SIM PPI	NadD block
22	3	i	-3	-1	-1.6	-2	COc1ccccc1-n1c(SCC(=O)Nc2ccccc2F)nc2[nH]ncc2c1=O	-2	3	-6
12	4	i	-3	2	-0.6	2	Cc1ccc(N2CCN(C(=O)c3nn(C)c4c3CS(=O)(=O)c3ccccc3-4)CC2C)cc1 (configuration not stated)	2	0	2

Structures listed so far that contain two or more sulfur atoms (five):
SKN-1 block	STEP block	Rpn11 inh	Scp1 inh	DNMT1 block	LMPTP block	MT1-MMP act inh	smiles	NRP1-CendR mod	SUMO1-SIM PPI	NadD block
3	7	i	-10	0	2.1	4	CCN(CC)S(=O)(=O)c1cccc(NC(=O)c2ccc(SC)cc2OC)c1	8	3	-7
6	-5	i	0	2	-1.0	3	COC(=O)c1ccc(NC(=O)CCS(=O)(=O)c2ccc(Br)s2)cc1	8	1	-7
13	-2	i	-3	-1	1.3	-6	COC(=O)CSc1nc2ccc(NC(C)=O)cc2s1	2	0	3
15	-3	/	-5	66*	5.4	0	Cc1cc2nc(-c3ccc(SCC(=O)Nc4ccc(S(=O)(=O)N5CCCC5)cc4)nc3)[nH]c2cc1C	-128	-4	40*
-7	3	i	58*	10	6.9	1	O=C(/C=C/c1ccco1)N1CCN(S(=O)(=O)c2cccs2)CC1	1	-3	0

(list continues)
SKN-1 block	STEP block	Rpn11 inh	Scp1 inh	DNMT1 block	LMPTP block	MT1-MMP act inh	smiles	NRP1-CendR mod	SUMO1-SIM PPI	NadD block
-1	-4	i	4	-1	-1.7	-2	CN1C(C)(C)CC(NC(=O)CCC(=O)NC2CC(C)(C)N(C)C(C)(C)C2)CC1(C)C	7	0	-4
-4	0	i	-7	22	-0.8	6	COc1ccc(/C=N\NC(=O)c2ccc(-c3ccccc3)cc2)c(OC)c1OC	8	0	0
15	-1	i	-13	5	-0.8	-1	CCOC(=O)c1c(NC(=S)NC)sc2c1CCCC2	0	2	0
-2	4	i	0	1	-2.8	1	COC(=O)c1ccccc1NC(=O)CNC(=O)c1ccco1	-1	1	2
3	0	i	-16	-2	-0.6	3	CC(C)(C)c1ccc(/C=C(\C#N)C(=O)Nc2ccccn2)cc1	-11	-9	-4
0	0	i	-4	6	0.7	-2	COc1ccc(C)cc1NC(=O)N1CCCc2ccccc21	-8	0	-3
2	2	i	-6	7	0.4	0	COc1ccc(/C=C2\SC(=S)N(CCC(=O)NC3CCCC3)C2=O)cc1OC	22*	-8	-11
-5	2	i	-4	3	-0.8	7	C=CCn1c(CNC(=O)c2ccco2)nnc1SCC(=O)c1ccc(F)cc1	8	1	-5
10	-1	i	-10	0	-1.0	0	CCc1ccc(C(=O)Nc2cccc(-c3nn[nH]n3)c2)s1	-4	8	-3
6	0	i	/	-1	3.1	-9	COc1cccc(-c2ccc3c(c2)N(Cc2cccc(F)c2)C(=O)C(C)S3)c1 (configuration not stated)	0	-1	-7
-2	0	i	-13	-3	-0.6	3	CCOc1ccccc1NC(=O)COC(=O)c1cc[n+]([O-])cc1	-15	-6	-2
7	2	i	-8	0	-1.0	2	CC1CCc2nn(CC(=O)NCc3ccco3)cc2C1 (configuration not stated)	0	-10	2
9	0	i	106*	11	-2.2	-5	N#C/C(=C/c1ccc(-c2ccc(C(=O)O)c(Cl)c2)o1)C(=O)NCC1CCCO1 (configuration not stated)	-17	-4	17
3	-2	i	-4	5	-1.4	-1	CCCN(CC(=O)Nc1ccccc1C)C(=O)c1cccc(-n2cnnn2)c1	6	-2	-1
9	-2	i	-10	-1	0.7	4	ClCCn1cnc2c(SCc3ccccc3)ncnc21	16	-4	-2
-11	-1	i	-1	1	-1.2	0	O=C(c1ccc2c(=O)n3c(nc2c1)CCCCC3)N1CCN(c2ccccc2F)CC1	4	0	2
18	1	i	-3	0	-0.2	4	Cc1cccn2c(=O)nc(SCC(=O)c3ccc(Cl)cc3)nc12	-4	1	3
1	-2	i	-6	3	-0.6	-3	CCN(CC)CCOC(=O)C(c1ccccc1)C1CCCCC1 (configuration not stated)	0	-7	-8
-5	2	i	-6	-1	-0.4	0	COCCNC(=O)c1cc(-c2ccccc2)n(Cc2cc(C)no2)n1	1	5	0
-12	2	i	1	-10	1.9	2	CC1=NN(c2ccccc2)C(=O)/C1=C/c1ccc(Cl)cc1	3	6	18
7	0	i	-8	0	-0.7	-2	C=C(C)CNC(=S)NNC(=O)CCn1c2ccccc2c2ccccc21	6	-2	-5
13	-8	i	-5	-30	0.5	-4	Oc1ccc(-c2csc(-c3c[nH]c4ccccc34)n2)c(O)c1	-6	2	-6
20	2	i	/	3	-1.1	2	CCN(CC)C(=O)C1=C(C)N(Cc2ccc(OC)cc2)C(=O)C(CC(=O)NCC2CCCCC2)C1 (configuration not stated)	0	2	6
7	-7	i	9	5	-1.9	-5	Cn1c(SCc2nc3ccccc3s2)nnc1-c1cccs1	44*	3	-18
